DAX1 inh-1 – DAX1 (NR0B1) inhibitors, primary screen, cell-based, HEK293, Gal4-DAX1, luciferase luminescence. HEK293 Gal4-DAX1 luciferase reporter. inhibition, % at 6.75 µM. 340,000 compounds, 0.99% hits. AID 504766, 2011;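 active means inhibition above the mean over all tested compounds plus 3 SD, cut at about 4.2% in these data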;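 further: 0% = DAX1-transfected cells with DMSO and 100% = empty-vector control cells with DMSO; inhibition shows as a rise in luminescence from relieved DAX1 repression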
ADAM17 inh – ADAM17 inhibitors, primary screen, biochemical, QFRET | Disintegrin and metalloproteinase domain-containing protein 17 (Homo sapiens), P78536 | recombinant ADAM17, EDANS/DABCYL FRET peptide cleavage | inhibition, % at 6.95 µM | 370,000 compounds, 0.83% hits | AID 720648, 2013;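 active means inhibition above the mean of compounds lying between control limits plus 3 SD, set per campaign, cut at about 8.5% in these data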;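 further: 0% = DMSO-only wells as the low control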
sPLA2-III inh – human group III sPLA2 inhibitors, primary screen, biochemical, QFRET, BODIPY PC-A2 liposome substrate | QFRET BODIPY PC-A2 liposome hydrolysis, fluorescence | inhibition, % at 12.2 µM | 370,000 compounds, 0.56% hits | AID 743126, 2013;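 active means inhibition above mean plus 3 SD of compounds lying within the high and low control bounds, cut at about 19% in these data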;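 further: 0% = median of test compound wells and 100% = no enzyme DMSO wells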
Target sequence (Q9NZ20 whole entry, looked up): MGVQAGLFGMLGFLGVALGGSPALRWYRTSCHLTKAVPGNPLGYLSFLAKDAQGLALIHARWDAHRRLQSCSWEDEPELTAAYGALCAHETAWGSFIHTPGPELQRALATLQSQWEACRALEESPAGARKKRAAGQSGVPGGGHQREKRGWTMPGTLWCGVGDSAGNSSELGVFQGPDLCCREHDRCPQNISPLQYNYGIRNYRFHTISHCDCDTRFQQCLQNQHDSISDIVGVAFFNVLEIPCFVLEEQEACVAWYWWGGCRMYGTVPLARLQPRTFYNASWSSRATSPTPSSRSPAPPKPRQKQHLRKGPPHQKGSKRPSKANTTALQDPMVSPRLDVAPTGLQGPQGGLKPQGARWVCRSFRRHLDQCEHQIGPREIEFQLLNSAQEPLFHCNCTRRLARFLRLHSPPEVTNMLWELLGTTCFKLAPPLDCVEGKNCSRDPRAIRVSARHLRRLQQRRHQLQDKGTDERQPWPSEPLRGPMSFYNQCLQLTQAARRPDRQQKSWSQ
PLCg1 inh – PLC-gamma1 enzyme inhibitors, primary screen, biochemical, fluorescence, purified enzyme; 370,000 compounds, 0.84% hits; fluorogenic substrate; inhibition, % at 12.2 µM; in the data active means inhibition above about 9.5%
GAA850 FXN act – FXN promoter activators, primary screen, cell-based, luciferase luminescence, HEK293 lucGAA850; HEK293 lucGAA850 FXN promoter luciferase reporter, 24 h; percent of 10 µM SAHA response; activation, % at 6 µM; 360,000 compounds, 0.56% hits;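 active means activation above the average of all compounds screened plus 3 SD, cutoff fixed separately per campaign, cut at about 7.5% in these data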;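 further: 0% = DMSO wells and 100% = 10 µM SAHA wells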
ssDAF12 agonist – S. stercoralis DAF-12 nuclear receptor activators, primary screen, cell-based, luminescence, HEK293, GRIP1 co-expression, lit1-tk-luc; Nuclear hormone receptor DAF-12 (Strongyloides stercoralis); HEK293 ssDAF-12/GRIP1 lit1-tk-luc reporter; % of 3 µM dafachronic acid response; activation, % at 6.8 µM; 370,000 compounds, 1% hits; AID 652126, 2013;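 active means activation above the mean over all tested compounds plus 3 SD, cut at about 0.9% in these data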;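 further: 0% = DMSO-only wells and 100% = 3 µM delta7-dafachronic acid wells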
hgDAF-12 ag – H. glycines DAF-12 receptor agonists, primary screen, cell-based, luminescence, HEK293, GAL4 fusion, UAS-luciferase; Nuclear hormone receptor DAF-12 (Heterodera glycines), GAL4 fusion; HEK293 GAL4-hgDAF12 UAS-luciferase reporter, agonist luminescence; normalized to butyrate control; activation, % at 6.8 µM; 370,000 compounds, 1.8% hits; AID 687014, 2013;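 active means activation above a cutoff set at the mean of all screened compounds plus 3 SD, cut at about 10% in these data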;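 further: 0% = DMSO wells and 100% = sodium butyrate wells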
ADAM10 inh – human ADAM10 inhibitors, primary screen, biochemical, QFRET, HTS | Disintegrin and metalloproteinase domain-containing protein 10 (Homo sapiens), O14672 | recombinant ADAM10, EDANS/DABCYL FRET peptide cleavage, 3 h | inhibition, % at 7 µM | 370,000 compounds, 0.62% hits;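 active means inhibition above a per-campaign cutoff equal to the mean of compounds falling between control-based bounds plus 3 SD, cut at about 20% in these data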;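 further: 0% = DMSO wells while the 100% control is not disclosed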
Target sequence (O14672 214-748 limits assumed): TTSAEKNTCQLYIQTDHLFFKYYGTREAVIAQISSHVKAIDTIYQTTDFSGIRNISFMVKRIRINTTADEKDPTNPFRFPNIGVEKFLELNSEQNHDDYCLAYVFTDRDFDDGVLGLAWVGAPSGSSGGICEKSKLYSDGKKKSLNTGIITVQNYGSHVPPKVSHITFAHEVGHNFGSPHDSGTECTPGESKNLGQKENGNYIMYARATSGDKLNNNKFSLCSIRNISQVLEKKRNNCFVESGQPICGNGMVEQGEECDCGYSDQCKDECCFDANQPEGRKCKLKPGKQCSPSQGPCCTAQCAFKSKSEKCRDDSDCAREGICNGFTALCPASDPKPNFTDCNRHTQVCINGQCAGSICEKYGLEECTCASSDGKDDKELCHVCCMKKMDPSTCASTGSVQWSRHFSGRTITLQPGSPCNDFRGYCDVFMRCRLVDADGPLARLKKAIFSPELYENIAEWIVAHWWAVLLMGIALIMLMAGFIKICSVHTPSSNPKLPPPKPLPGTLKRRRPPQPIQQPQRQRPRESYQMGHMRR
DAX1 inh-2 – DAX1 (NR0B1) inhibitors on StAR promoter, primary screen, cell-based, luminescence, SF-1 (NR5A1), full-length DAX-1; HEK293T StAR-luciferase reporter, SF-1/DAX-1 repression relief; inhibition, % at 6.8 µM; 370,000 compounds, 1.1% hits; AID 652010, 2013;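 active means inhibition above the mean over all tested compounds plus 3 SD, cut at about 3.6% in these data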;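 further: 0% = DAX-1 cells with DMSO and 100% = cells lacking DAX-1 with DMSO; higher inhibition means more luminescence from relief of DAX-1 repression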
PLCb3 inh – human PLC-beta3 inhibitors, primary screen, biochemical, fluorescence. 1-phosphatidylinositol 4,5-bisphosphate phosphodiesterase beta-3 (Homo sapiens), Q01970. Purified PLC-beta3, fluorogenic substrate. inhibition, % at 12.2 µM. 370,000 compounds, 0.18% hits. AID 720704, 2013; in the data active means inhibition above about 11%;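 further: 0% = median of compound wells on plate and 100% = full blocker control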
hcDAF12 agonist – H. contortus DAF-12 nuclear receptor activators, primary screen, cell-based, luminescence, HEK293, lit1-tk-luc reporter. 370,000 compounds, 1.4% hits. activation, % at 6.8 µM. HEK293 hcDAF-12 lit1-tk-luc reporter; 0% DMSO, 100% Δ7-dafachronic acid;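 active means activation above the mean of all tested compounds plus 3 SD, cut at about 5.5% in these data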;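 further: 100% = response to 3 µM Δ7-dafachronic acid high control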
Active calls of the source: *; . = no result given. An unsorted share of the library. About 6.9% of those tested had a hit in this group.

compound	ADAM10 inh	hgDAF-12 ag	hcDAF12 agonist	DAX1 inh-2	DAX1 inh-1	GAA850 FXN act	PLCb3 inh	sPLA2-III inh	ADAM17 inh	ssDAF12 agonist	PLCg1 inh
COC(=O)C1CN(Cc2ccc(OC)cc2)CCS(=O)(=O)N1Cc1ccc(OC)cc1 (stereo unspecified)	-9	-1.6	0.2	-1.6	.	.	-5	5	-7	-0.8	-3
COc1cc(NC(=O)COc2cccc(OC)c2)cc(OC)c1	4	-1.1	-1.1	0.2	-0.2	-0.1	-7	-11	-3	-1.5	-4
Cc1[nH]n(-c2ccc([N+](=O)[O-])cc2)c(=O)c1C=NCCN1CCN(C(=O)c2ccccc2F)CC1	-10	-1.1	1.1	-0.5	0.3	-1.6	-3	7	-1	-0.9	2
CN1CCN(c2nc3ccccn3c(=O)c2C=C(C#N)C#N)CC1	-42	1.3	-1.0	0.0	0.8	2.9	-75	1	-20	-1.0	-48
CN(C(=O)/C=C/c1ccccc1)C1CCS(=O)(=O)C1 (stereo unspecified)	-7	1.6	1.4	-0.1	2.0	-1.3	3	2	-2	-0.8	-1
Cc1occc1C(=O)NCc1ccccn1	-10	1.1	-0.7	0.3	0.4	0.3	-7	5	-7	-0.4	4
CC1(C)COC(/C=C/c2cccc([N+](=O)[O-])c2)=N1	0	1.3	-0.3	0.2	-2.1	-1.3	1	7	1	0.2	8
COc1cccc(NC(=O)c2ccc(N3C(=O)C4CC=C(C)CC4C3=O)cc2)c1 (stereo unspecified)	4	0.7	-1.5	0.7	-0.7	0.6	-3	-8	-1	-0.8	5
CCNc1nc(NC(C)(C)C)nc(SC(C(C)=O)C(C)=O)n1	-1	-4.5	-3.1	-2.6	-2.6	-1.1	-2	-1	-10	-1.8	-2
Cn1c(SCC(=O)Nc2ccc(C(N)=O)cc2)nnc1-c1cccs1	-2	-0.6	-0.4	-0.8	0.1	-1.6	-7	6	-2	-1.2	-1
COc1ccc(-c2csc(N3CCC(C(N)=O)CC3)n2)cc1	5	0.7	-0.2	0.7	-0.4	1.3	-1	9	3	-1.1	2
NC(=O)COC(=O)CC12CC3CC(CC(C3)C1)C2	-2	-0.9	-0.7	0.0	2.0	-1.2	-4	-2	0	-0.3	-1
O=C(CC1CCCC1)Nc1ccc(Br)cc1	1	7.1	0.6	0.4	2.2	3.1	-2	-6	-1	-0.3	1
O=C(CN1CCN(C(=O)c2ccccc2)CC1)Nc1ccc(Cl)cc1F	-5	1.8	-1.2	0.2	1.0	-0.7	1	7	1	-0.4	0
COc1ccc(S(=O)(=O)N(C)C)cc1NC(=O)[C@H](Cc1ccccc1)N1C(=O)c2ccccc2C1=O	13	-1.5	-2.5	0.1	-0.7	0.7	5	-13	3	-1.6	9.8*
CCOC(=O)Cc1ccc(NC(=O)c2ccccc2Br)cc1	-2	2.3	-1.8	-1.7	0.6	0.5	1	-1	2	-1.4	-3
COc1cc(/C=N/OCC(=O)Nc2ccc(OC(F)F)cc2)ccc1OCc1ccccc1	23*	3.5	-2.5	0.0	-0.2	1.5	-10	-34	1	-1.9	-9
COc1ccc(-c2nc(CS(=O)CC(=O)NCc3ccc(Cl)cc3)c(C)o2)cc1 (stereo unspecified)	-12	-2.6	4.4	-0.8	0.3	-0.7	-3	-3	-4	-0.7	-3
COc1ccc(-c2cc(C(=O)NCC(c3ccccc3)N(C)C)c3ccccc3n2)cc1OC (stereo unspecified)	-35	3.9	-1.1	0.6	-0.7	-3.5	-311	-10	-12	-1.1	-225
Cc1ccc(NC(=O)CN(C)S(=O)(=O)c2cccc3cccnc23)c(C)c1	-5	-0.2	-3.0	0.2	-0.4	0.4	-7	11	-6	-0.5	0
COc1ccc(NC2=NCC(=O)N2Cc2cccs2)cc1	2	-1.1	0.5	0.8	-0.8	-1.6	0	3	-1	-0.7	3
CC(=O)Cc1nsc(NC(=O)c2oc(-c3ccccc3Cl)cc2C)n1	-38	-2.1	-0.6	-0.5	-1.7	-0.9	-22	-12	-11	-1.1	-12
Nc1cc(N)nc(SCC(=O)N2CCc3ccccc32)n1	11	4.3	3.4	1.5	1.4	4.3	5	4	4	0.0	3
CC(C)Cc1ccc(C(C)C(=O)Nc2nccs2)cc1 (stereo unspecified)	-3	-0.2	2.7	-0.2	-1.0	0.0	-1	-9	2	-1.6	3
CCC(=O)N1CCCC(C(=O)NS(=O)(=O)c2cc(C)c(Cl)cc2C)CC1 (stereo unspecified)	-17	1.7	-0.5	-0.1	.	-0.1	-6	14	-4	-1.5	2

Carrying on:
compound	ADAM10 inh	hgDAF-12 ag	hcDAF12 agonist	DAX1 inh-2	DAX1 inh-1	GAA850 FXN act	PLCb3 inh	sPLA2-III inh	ADAM17 inh	ssDAF12 agonist	PLCg1 inh
Cc1cc(C)cc(NC(=O)C2CCN(S(=O)(=O)c3c(C)n[nH]c3C)CC2)c1	2	1.6	-1.3	0.6	0.4	0.3	3	-6	3	-1.4	4
O=C(N/N=C/c1ccc([N+](=O)[O-])cc1)c1ccccc1OCc1ccccc1	-8	0.9	1.2	-0.7	0.2	-0.5	-6	2	1	-0.4	0
Cn1cc(CCCC(=O)NCc2ccccc2)c2ccccc21	0	-2.4	-1.5	0.0	0.1	1.3	0	0	-1	-1.0	-1
Cc1cccc(C)c1N1C(=O)c2ccccc2NC(=O)C1C(=O)Nc1ccc2c(c1)OCCO2 (stereo unspecified)	-33	-1.3	0.0	0.3	.	.	-12	2	-10	-0.5	-10
COCCN(C(=O)COC(=O)C1CC(=O)N(c2ccc(C)cc2)C1)c1c(N)n(Cc2ccccc2)c(=O)[nH]c1=O (stereo unspecified)	-1	-0.1	0.7	0.4	1.3	1.2	2	-2	-2	-0.3	-1
COc1ccc(C2C(C(C)=O)=C(O)C(=O)N2c2nccs2)c(OC)c1 (stereo unspecified)	-1	-2.0	0.0	0.2	1.8	1.8	-17	-15	-2	-1.1	-15
CC1Cc2ccccc2N1C(=O)CN1C(=O)C(=O)N(Cc2ccccc2)C1=O (stereo unspecified)	1	0.3	-0.3	0.5	0.1	0.8	6	4	3	-1.0	5
CCOc1ccc(CN(C)CC(=O)Nc2ccc3c(c2)CCC3)cc1OC	-2	-3.4	-1.9	0.1	-0.4	1.8	-4	3	0	-1.3	0
CCC(C)Nc1nc2ccccc2n2c(C)nnc12 (stereo unspecified)	-6	-1.7	-1.1	-0.5	-0.3	1.9	-7	1	-7	-0.5	-2
COC(C(=O)Nc1ccc(F)c(F)c1)c1ccccc1 (stereo unspecified)	-1	-2.4	0.4	-0.9	-0.1	0.9	5	14	-4	-1.5	0
O=C(NNC(=O)c1ccccc1C(=O)O)c1ccc(-c2ccccc2)cc1	1	0.4	-1.8	-0.1	.	.	-2	-5	1	-1.4	1
O=C(NCCCCNC(=O)c1cccs1)c1cccs1	-4	-2.8	-1.7	0.7	-0.6	1.9	1	8	-5	-0.6	-2
Cc1ccc(C(=O)N2CCN(c3ccc(Cl)cc3)CC2)cc1	2	-1.2	-1.2	-0.4	0.6	0.6	-1	-3	0	-1.0	2
O=C(COC(=O)C1CCC(=O)N1)Nc1ccc(Br)cc1 (stereo unspecified)	-3	1.5	-0.5	-0.2	-0.2	0.7	1	-4	0	-0.9	1
C=CCCC(=O)N1CCC(n2nccc2NC(=O)c2ccc(OC)cc2)CC1	-4	5.0	0.0	2.5	1.6	2.2	-3	2	-2	-1.1	2
CCOC(=O)N1CCN(C(=O)c2cccc(NC3=NC4CS(=O)(=O)CC4S3)c2)CC1 (stereo unspecified)	-10	-2.1	-1.9	-0.9	-0.1	-2.5	3	3	-1	-1.9	-1
Cn1c(=O)n(C)c2cc(/C=N/NC(=O)c3cc4cc(Br)ccc4o3)ccc21	-144	-0.8	0.1	0.2	-1.9	3.0	-277	-6	-50	-1.4	-192
Cc1nc(C(=O)NCC(=O)c2ccccc2)c(C(F)(F)F)o1	7	1.1	0.5	-0.4	2.0	-1.1	-3	-26	0	-0.9	3
COCCCNC(=S)Nc1ccc(C)cc1	5	0.2	-1.1	0.5	-0.4	-0.8	-4	3	0	-1.4	1
COc1ccc(NC(=O)CCCNS(=O)(=O)c2ccc3[nH]c(=O)oc3c2)cc1OC	-6	-2.2	-0.7	-0.5	.	.	-2	6	-4	-0.3	0

Single records, from the list above:
CC1Cc2ccccc2N1C(=O)CN1C(=O)C(=O)N(Cc2ccccc2)C1=O (stereo unspecified) as listed: ADAM10 inh: 1; hgDAF-12 ag: 0.3; hcDAF12 agonist: -0.3; DAX1 inh-2: 0.5; DAX1 inh-1: 0.1; GAA850 FXN act: 0.8; PLCb3 inh: 6; sPLA2-III inh: 4; ADAM17 inh: 3; ssDAF12 agonist: -1.0; PLCg1 inh: 5
COc1ccc(-c2nc(CS(=O)CC(=O)NCc3ccc(Cl)cc3)c(C)o2)cc1 (stereo unspecified) as listed: ADAM10 inh: -12; hgDAF-12 ag: -2.6; hcDAF12 agonist: 4.4; DAX1 inh-2: -0.8; DAX1 inh-1: 0.3; GAA850 FXN act: -0.7; PLCb3 inh: -3; sPLA2-III inh: -3; ADAM17 inh: -4; ssDAF12 agonist: -0.7; PLCg1 inh: -3
